Screening results deposited in PubChem BioAssay by several laboratories.
tolC growth inh: growth inhibitors of E. coli BW25113 tolC mutant. OD615. growth inhibition, % at 10 µM (by protocol). 2.2% of 65,000 active. AID 573;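 active means growth inhibition at or above a cutoff equal to the mean over every tested compound plus 3 SD, cut at about 60% in these data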;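 further: growth measured after 20 h incubation at 37 °C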
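Test system: E. coli BW25113 ΔtolC::kan bacteria; incubation: 37 °C, 20 h exposure; medium: LB broth supplemented with 50 µg/mL kanamycin; read-out basis: percent growth inhibition; signal: A615 absorbance measurement; compound: 10 µM final, single dose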
MMP-13 inhibitor: inhibitors of human MMP13. MMP-13 fTHP FRET cleavage, Mca fluorescence. inhibition, % at 4 µM. 0.07% of 65,000 active. AID 570;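 active means inhibition above the mean of compound-free control plate wells plus 3 SD, cut at about 14% in these data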;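 further: 0% = DMSO wells and 100% = wells with reference MMP-13 inhibitor after basal subtraction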
5HT1E ag: activates the human 5-HT1E serotonin receptor; CHO 5-HT1E Ga15 NFAT-bla reporter, FRET; 0% DMSO wells, 100% control agonist wells; activation, % at 6 µM; 0.69% of 65,000 active;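 active means activation above a set limit, the screen-wide mean activation plus 3 SD, cut at about 8.5% in these data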;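 further: 100% = positive control agonist at 1 µM giving full maximal response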
Target sequence (P28566 whole entry, looked up): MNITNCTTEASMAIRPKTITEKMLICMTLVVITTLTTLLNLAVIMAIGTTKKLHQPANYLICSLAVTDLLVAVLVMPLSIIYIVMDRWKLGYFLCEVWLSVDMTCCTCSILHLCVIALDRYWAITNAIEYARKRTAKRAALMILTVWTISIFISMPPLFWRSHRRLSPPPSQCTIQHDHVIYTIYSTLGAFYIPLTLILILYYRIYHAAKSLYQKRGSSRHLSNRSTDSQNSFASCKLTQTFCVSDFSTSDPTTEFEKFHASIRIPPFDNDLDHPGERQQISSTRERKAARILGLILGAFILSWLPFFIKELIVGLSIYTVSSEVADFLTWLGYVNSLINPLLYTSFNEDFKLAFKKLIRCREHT
HTR1E antagonist: blocks the human 5-HT1E serotonin receptor. AID 571. CHO 5-HT1E Ga15 NFAT-bla reporter, FRET, antagonist. inhibition, % at 6 µM. P28566. 0.99% of 65,000 active;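 active means inhibition above a set limit, the mean inhibition across every tested compound plus 3 SD, cut at about 29% in these data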;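 further: signal is the 460 over 535 nm emission ratio of beta-lactamase substrate; 0% = agonist plus DMSO wells and 100% = wells without agonist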
RORa activator: activators of human nuclear receptor RORA. P35398. CHO-K1 Gal4-RORA LBD luciferase reporter, luminescence; percent increase over mock-subtracted basal signal. activation, % at 10 µM. 1.5% of 65,000 active. AID 560;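 active means activation above the mean of all tested compounds plus 3 SD, cut at about 49% in these data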;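 further: 0% = DMSO-treated RORA cells and 100% = added signal equal to DMSO minus mock-transfected cells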
Target sequence (P35398 whole entry, looked up, the tested form may be a part): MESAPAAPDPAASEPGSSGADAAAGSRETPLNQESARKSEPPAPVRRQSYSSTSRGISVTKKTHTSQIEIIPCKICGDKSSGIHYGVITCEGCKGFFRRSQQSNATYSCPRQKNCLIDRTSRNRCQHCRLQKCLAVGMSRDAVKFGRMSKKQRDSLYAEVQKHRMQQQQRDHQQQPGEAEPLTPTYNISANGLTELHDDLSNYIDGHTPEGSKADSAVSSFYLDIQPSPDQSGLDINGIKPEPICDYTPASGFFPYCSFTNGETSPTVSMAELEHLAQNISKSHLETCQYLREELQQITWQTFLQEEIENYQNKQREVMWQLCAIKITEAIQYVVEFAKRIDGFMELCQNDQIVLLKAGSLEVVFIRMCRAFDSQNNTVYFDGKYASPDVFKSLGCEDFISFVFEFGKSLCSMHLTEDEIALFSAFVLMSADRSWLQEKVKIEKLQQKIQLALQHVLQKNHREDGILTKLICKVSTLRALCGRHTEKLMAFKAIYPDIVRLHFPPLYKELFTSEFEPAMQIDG
SF1 activator: SF-1 (human) activation | activation, % at 10 µM | 1.9% of 65,000 active | Q13285 | CHO-K1 Gal4-SF-1 LBD luciferase reporter; % increase over DMSO SF-1-specific signal;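 active means activation above the mean activation of all tested compounds plus 3 SD, cut at about 50% in these data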
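Test system: CHO-K1 cells co-transfected with Gal4 DBD–human SF-1 LBD, 5xGal4 luciferase reporter. Quantity: 4,000 cells per well. Compound: 10 µM only. Incubation: compound added 1 h post-seeding, 20 h exposure at 37 °C, 5% CO2. Detection: SteadyLite luciferase luminescence. Replication: one test per compound.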
5HT1a ag: activates the human 5-HT1a serotonin receptor; CHO 5-HT1a Ga15 NFAT-bla reporter, FRET ratio; 0% basal, 100% maximal reference agonist; activation, % at 10 µM; 0.56% of 65,000 active; P08908; AID 567;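 active means activation above the screen-wide mean activation plus 3 SD, cut at about 19% in these data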;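 further: 0% = DMSO wells and 100% = 5-CT at EC100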
NADH enzymes: inhibitors of enzymes used to reach an NAD/NADH endpoint | AID 774 | 0.02% of 65,000 active | IC50, µM (series often up to 10 µM), for inactives: at the top dose inhibition | coupled PK/LDH NADH assays, four targets;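 active means single-dose screening hits from any of four coupled enzyme assays that gave an IC50 when retested across doses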;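 further: the DPM-DC format reads NADH fluorescence rather than 340 nm absorbance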
5HT1a antag: antagonists of human 5-HT1a serotonin receptor; P08908; CHO 5-HT1a Ga15 NFAT-bla reporter, antagonist mode; inhibition, % at 10 µM; 0.68% of 62,000 active;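 active means inhibition above the mean of all tested compounds plus 3 SD, cut at about 43% in these data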;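 further: receptor stimulated by 5-CT agonist at 100 nM near EC80; beta-lactamase reporter measured by ratiometric fluorescence of a cleavable substrate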
* hit, by the source's call; . = no result given; [ ] = dose if it differs, or a comment. Outcome played no part in choosing rows. Share with any hit: about 7.2%.

The line under a structure holds: NADH enzymes	tolC growth inh	MMP-13 inhibitor	5HT1E ag	SF1 activator	5HT1a ag	RORa activator	HTR1E antagonist	5HT1a antag
CN=C1c2c(-c3ccccc3)c3cc(OC)ccc3n2CCN1C
 : 5%	10	-4	-0.4	5	-1.4	6	5	.
CCCCCC(=O)N1CC2(CC)CN(C(=O)CCCCC)CC(CC)(C1)C2=O
 : 1%	2	-4	-0.9	-7	-2.5	-18	1	.
Nc1nnc(SCc2ccc(F)cc2)s1
 : 0%	-4	4	0.4	13	-1.2	-12	4	-4
CCOc1ccc(-c2[nH]ncc2Oc2ccccc2OCC)c(O)c1
 : 5%	95*	-1	-0.1	-9	1.3	14	-4	30
Cc1cc(C)n2nc(C(=O)N3CCOCC3)nc2n1
 : 4%	-8	4	-0.4	0	-0.2	-18	3	6
O=C(Nc1ccc(Cl)cc1)NC1(C(=O)NCCCN2CCOCC2)CCCCC1
 : 11%	-14	-2	-0.9	-1	-0.1	-4	4	1
CNc1nc(C)c(C#N)c(-c2ccccc2)c1C(C)=O
 : 3%	13	-2	18*	-9	0.2	-25	28	2
COc1cccc(CNCC(=O)N2C(C)CCCC2C)c1 (centres undefined)
 : 12%	-15	3	-1.3	1	1.0	-9	1	-4
NC(=O)N1c2ccccc2CC(=O)c2ccccc21
 : 0%	-1	-4	-0.1	-21	1.5	15	2	0
Cc1ccc(C(=O)Nc2c(C(=O)N3CCOCC3)cnn2-c2ccccc2)cc1
 : 1%	12	-7	-0.3	-1	-5.4	-11	-2	8
N#CC(C(=O)OCc1ccccc1)c1nc2ccccc2nc1N1CCOCC1 (centres undefined)
 : 10%	48	14	1.1	5	-5.6	2	17	-3
CCCOc1cccc(OCCSc2nc(C)cc(=O)[nH]2)c1
 : 6%	42	6	0.0	-1	-1.7	-5	4	6
COc1ccc(NC(=O)c2ccco2)cc1NC(=O)c1cccc(OC(C)C)c1
 : 4%	51	0	-0.5	10	-2.3	2	11	21
CCn1c(SCc2ccc(C)cc2)nnc1-c1cnccn1
 : 7%	23	0	-0.3	6	-0.9	34	-3	6
O=C(Oc1cc(=O)oc2ccccc12)c1ccco1
 : 5%	-20	-9	-0.4	-24	0.3	32	-3	-1
Cc1cccc(N2CCN(C(=O)c3ccc(CS(=O)(=O)c4ccccc4C)o3)CC2C)c1 (centres undefined)
 : 4%	18	0	0.3	11	1.1	1	40*	46*
O=C(COc1ccccc1)Nc1ccc(S(=O)(=O)N2CCOCC2)cc1
 : 2%	-5	1	-0.4	1	-1.9	-2	-10	-11
CN(C)S(=O)(=O)c1cccc(C(=O)OCC(=O)Nc2sccc2C(N)=O)c1
 : 2%	21	3	-0.7	16	2.9	-8	14	-8
c1ccc(SCc2nc(-c3ccccn3)no2)cc1
 : 5%	-1	-1	-0.1	40	-0.5	12	-10	-10
Cc1nc2ccccc2c(=O)n1NC(=O)COc1ccccc1
 : 0%	-10	0	-0.6	5	-1.4	13	9	5
CCCCCCn1c(NCC)nc2c1c(=O)n(C)c(=O)n2C
 : 5%	9	-1	1.0	-47	1.9	-44	1	-7
Cc1oc(-c2cccc(Cl)c2)[n+]([O-])c1C
 : 8%	-7	-6	0.2	-2	-1.9	-6	-13	2
COc1ccc(NC(=O)c2oc3ccccc3c2C)c(OC)c1
 : 2%	6	4	0.9	58*	0.6	62*	-10	28
Cc1ccc(-c2c(C)c(-c3ccc(F)cc3)nc(N)c2C#N)o1
 : 6%	-1	-44	0.3	-6	5.3	0	13	-16
O=C(O)c1coc2ccccc12
 : 5%	-35	-5	0.5	3	-3.6	-5	5	-1
CN1C(=S)SC(/[N+]([O-])=C\c2ccco2)C1(C)C (centres undefined)
 : 5%	-3	-1	-1.4	-4	0.3	-15	-5	15
COC(=O)c1cc(=O)nc2sc(-c3ccccc3)nn12
 : 5%	-19	-5	-0.5	-4	0.6	14	2	-6
O=C(CC1Sc2ccccc2NC1=O)Nc1cccc(C(=O)O)c1 (centres undefined)
 : 4%	-17	-2	-0.7	34	0.2	8	2	-3
COc1ccccc1-n1c(SCC(=O)N2CCCCC2)nc2cccnc21
 : 5%	-18	-2	0.0	8	-1.0	8	-8	-21
CCC(=O)Nc1c2c(nn1-c1cccc(Cl)c1)CSC2
 : 3%	-7	0	1.1	-7	1.8	0	-3	6

HTR1E antagonist: entries above that show a hit.
SMILES | NADH enzymes | MMP-13 inhibitor | 5HT1E ag | 5HT1a ag | HTR1E antagonist | 5HT1a antag
Cc1cccc(N2CCN(C(=O)c3ccc(CS(=O)(=O)c4ccccc4C)o3)CC2C)c1 (centres undefined) | 4% | 0 | 0.3 | 1.1 | 40* | 46*

5 of the entries above in order of their number in MMP-13 inhibitor, smallest number first.
Compound	MMP-13 inhibitor
CCCCCC(=O)N1CC2(CC)CN(C(=O)CCCCC)CC(CC)(C1)C2=O	-4
CNc1nc(C)c(C#N)c(-c2ccccc2)c1C(C)=O	-2
c1ccc(SCc2nc(-c3ccccn3)no2)cc1	-1
CCn1c(SCc2ccc(C)cc2)nnc1-c1cnccn1	0
CN(C)S(=O)(=O)c1cccc(C(=O)OCC(=O)Nc2sccc2C(N)=O)c1	3

The listing continues:
The line under a structure holds: NADH enzymes	tolC growth inh	MMP-13 inhibitor	5HT1E ag	SF1 activator	5HT1a ag	RORa activator	HTR1E antagonist	5HT1a antag
COc1ccc(CNc2nc3c(c(=O)[nH]c(=O)n3C)n2Cc2ccccc2C)cc1
 : 6%	-4	4	1.2	27	2.9	-5	-5	1
O=C(c1n[nH]c(=O)c2ccccc12)N1CCN(c2ccccc2Cl)CC1
 : 0%	7	3	1.4	-1	-1.4	2	-1	-19
Cc1nc(CCNC(=O)c2ccccc2)cs1
 : 1%	-18	4	-1.0	3	-1.6	1	5	-7
CCn1c(=O)n(CC(=O)NC2CCCC(C)C2C)c(=O)c2ccccc21 (centres undefined)
 : 3%	-4	-7	0.5	-20	-0.6	-24	0	-2
COc1ccc(-c2nnc3sc(C4CCCCC4)nn23)cc1OC
 : 12%	33	1	1.7	-8	1.3	2	25	-10
Cc1ccccc1N1C(=O)C(Cl)=C(N2CCN(c3ccccc3)CC2)C1=O
 : 12%	27	10	0.6	-11	-3.2	-21	0	-4
CC1(C)Cc2nc3sc4c(SCC(=O)NCc5ccco5)ncnc4c3cc2CO1
 : 0%	18	-2	-0.5	81*	-2.9	28	11	22
C=CCOc1cccc(C2/C(=C(/O)c3ccc(C)cc3)C(=O)C(=O)N2CCN2CCOCC2)c1 (centres undefined)
 : 3%	-6	5	-0.2	16	2.3	0	-2	-9
c1ccc2c(c1)nc(N1CCN(C3CCCCC3)CC1)c1nnnn12
 : 4%	9	-10	0.3	-14	-2.8	12	-2	-2
CCCCN1C(=O)c2ccc(C(=O)Nc3c(N)n(CCCC)c(=O)n(C)c3=O)cc2C1=O
 : 3%	11	6	-1.5	-3	1.7	-13	-2	-2
CN1CCN(S(=O)(=O)c2cccc(C(=O)NC3CCCc4ccccc43)c2)CC1 (centres undefined)
 : 5%	-1	6	0.1	-2	-0.8	30	-6	16
CCOC(=O)Cc1nnc2c(Nc3ccccc3F)nc3nonc3n12
 : 3%	79*	0	0.8	13	-2.0	-10	-5	2
CCN1CCN(CNC(=O)c2cnccn2)CC1
 : 1%	-13	4	-1.3	1	-1.8	16	8	5
C=CCn1c(N)c(C(=O)NCc2ccco2)sc1=S
 : 2%	-11	0	0.1	-9	-1.3	-8	-5	2
COC(=O)c1cc(=O)nc2sc(-c3cccs3)nn12
 : 3%[fluoresces]	-25	-54	0.6	-2	-0.1	7	10	-14
COc1ccccc1-c1nnc(SCC(=O)Nc2ccccc2)o1
 : 4%	23	0	0.0	-12	-3.8	-2	-9	-13
Cc1csc(OCc2ccc(C#N)cc2)n1
 : 5%	-9	0	0.2	4	-3.1	9	0	12
CCc1ccc(-c2nc(CN3CCC(C(=O)N4CCN(c5ccccc5)CC4)CC3)c(C)o2)cc1
 : 5%	26	-4	6.5	10	4.2	4	-6	5
Cc1cc(N(C)C)c(C#N)c(NCc2ccccc2)n1
 : 4%	7	-2	0.4	-5	-1.6	13	-5	15
CC(C)(C)N1C(=O)c2ccc(C(=O)NCc3ccco3)cc2C1=O
 : 3%	10	3	-0.8	-8	-0.4	-11	0	-4
COc1ccc(OC)c(N/C(C)=C/C(=O)c2ccc(C)o2)c1
 : 4%	3	4	0.4	-10	-0.7	2	2	-4
COC(=O)CC1=C(C(=O)OC)C(c2ccc3c(c2Cl)OCO3)C(C#N)=C(N)O1 (centres undefined)
 : 2%	12	-4	-0.3	-13	-1.0	-24	-38	.
CCOc1ccc2nc(NC3=NCN(CC4CCCO4)CN3)nc(C)c2c1 (centres undefined)
 : 12%	.	-23	0.9	3	-4.6	16	1	2
O=C(Nc1cccc(Cl)c1)Nc1ccc2c(c1)OCO2
 : 3%	41	5	-1.2	28	-2.0	19	8	28

Five of these compounds in another layout:
smiles,NADH enzymes,tolC growth inh,MMP-13 inhibitor,5HT1E ag,SF1 activator,5HT1a ag,RORa activator,HTR1E antagonist,5HT1a antag
CCCCN1C(=O)c2ccc(C(=O)Nc3c(N)n(CCCC)c(=O)n(C)c3=O)cc2C1=O,3%,11,6,-1.5,-3,1.7,-13,-2,-2
CN1CCN(S(=O)(=O)c2cccc(C(=O)NC3CCCc4ccccc43)c2)CC1 (centres undefined),5%,-1,6,0.1,-2,-0.8,30,-6,16
CCOC(=O)Cc1nnc2c(Nc3ccccc3F)nc3nonc3n12,3%,79*,0,0.8,13,-2.0,-10,-5,2
CCN1CCN(CNC(=O)c2cnccn2)CC1,1%,-13,4,-1.3,1,-1.8,16,8,5
C=CCn1c(N)c(C(=O)NCc2ccco2)sc1=S,2%,-11,0,0.1,-9,-1.3,-8,-5,2
